DAGLB inhibitor = diacylglycerol lipase beta (human) inhibition. Q8NCG7. HEK293T DAGLB membrane lysate, EnzChek fluorogenic substrate. inhibition, % at 5.17 µM. 340,000 tested, 0.059% active. AID 504411; in the data active = inhibition above about 34%;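 also: 0% = enzyme with vehicle and 100% = wells lacking enzyme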
AddAB inh = less growth of phage-infected E. coli with AddAB | E. coli expressing H. pylori AddAB, absorbance growth | inhibition, % at 11.9 µM | 330,000 tested, 0.29% active | AID 435030; in the data active = inhibition above about 12%;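 also: 0% = vehicle wells of infected cells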
SUMO Mot1 rescue = SUMOylation pathway inhibition by Mot1-301 growth rescue; S. cerevisiae Mot1-301 growth rescue, ATP luminescence, 38.5C; percent above DMSO median, 100 means doubled; growth rescue, % at 18.8 µM; 320,000 tested, 1% active; AID 2716;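 active = every valid replicate shows activation above 250% relative to neutral control wells; inactive = the rest, any valid replicate at or below 250%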;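 also: OY570 slx delta 5 strain wells were the positive control but not used for scaling; some compounds called inactive have numbers as strong as hits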
PKA-R2B act = PKA-R2B complex activation; P22694+P31323; PKA-R2B holoenzyme dissociation, Cy5-IP20 fluorescence polarization; R2B truncated from residue 108, S112A mutant; 0% DMSO only, 100% 113 µM cGMP; activation, % at 11.4 µM; 340,000 tested, 0.079% active; AID 504700;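 active = activation above a cutoff set at the mean over all compounds plus 3 SD, cut at about 18% in these data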;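 also: higher means more holoenzyme dissociation and a rise in polarization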
PKA-R1A activ = activators of PKA-R1A complex. activation, % at 11.4 µM. AID 504707. 340,000 tested, 0.083% active. PKA-R1A dissociation, Cy5-IP20 fluorescence polarization; scaled: DMSO 0%, 113 µM cGMP 100%. P00514+P68181;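 active = percent activation above the mean of all tested compounds plus 3 SD, cut at about 19% in these data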;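 also: higher means more PKAc released from R1A so a rise in polarization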
phage Ecoli inh = E. coli growth loss with phage present; growth absorbance; inhibition, % at 11.9 µM; 360,000 tested, 0.26% active; AID 651602; in the data active = inhibition above about 11%
HTR5A ag = HTR5A agonism, opioid heterodimer counter-screen | HTR5A agonist assay, luminescence, cell-based | AID 504692 | P47898 | 340,000 tested, 0.61% active | activation, % at 9.3 µM; in the data active = activation mostly above about 9.5%, no sharp cut-off; inactive = mostly below about 7.6%;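 also: 0% = cells with vehicle only and 100% = reference agonist; strong numbers were not always called active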
Target sequence (P47898 whole entry, looked up): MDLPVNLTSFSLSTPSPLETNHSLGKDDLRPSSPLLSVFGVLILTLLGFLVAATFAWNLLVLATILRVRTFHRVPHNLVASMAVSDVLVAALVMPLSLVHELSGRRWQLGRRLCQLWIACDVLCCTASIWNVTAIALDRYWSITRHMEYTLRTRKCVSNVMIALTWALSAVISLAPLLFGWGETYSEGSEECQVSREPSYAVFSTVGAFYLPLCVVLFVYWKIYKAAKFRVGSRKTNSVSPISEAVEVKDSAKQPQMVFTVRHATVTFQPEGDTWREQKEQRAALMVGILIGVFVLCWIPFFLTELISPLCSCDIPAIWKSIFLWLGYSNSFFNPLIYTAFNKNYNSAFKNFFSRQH
HTR5A inv ag = counter-screen for OPRM1-OPRD1 inverse agonists: human HTR5A inverse agonism; P47898; HTR5A cell line, luminescence; inhibition, % at 9.3 µM; 340,000 tested, 0.083% active; AID 504634; in the data active = inhibition mostly above about 23%, no sharp cut-off; inactive = mostly below about 18%;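 also: 0% = cells with DMSO and 100% = no-cell wells with DMSO; some compounds called inactive have numbers as strong as hits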
Tat export inh = E. coli Tat transport inhibition | 340,000 tested, 0.036% active | AID 488895 | E. coli MC4100 TorA-mCherry Tat export, fluorescence | inhibition, % at 10 µM;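 active = mean replicate inhibition at least 50% and at least half of replicates individually reaching 50%; inconclusive = only one of the two criteria met; inactive = neither criterion met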;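 also: exported cargo escapes ClpAP degradation while cytoplasmic cargo is degraded and loses fluorescence; 0% = median of neutral control wells and 100% = median of NaSCN control wells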
E coli growth = counter-screen for AddAB inhibitors: E. coli growth inhibition; E. coli V3065 growth, OD600 absorbance, 18 h; inhibition, % at 11.9 µM; 330,000 tested, 0.27% active;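 active = inhibition above the campaign's mean inhibition across all tested compounds plus 3 SD, cut at about 9.9% in these data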;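 also: uninfected addAB+ strain grown without phage in ampicillin broth; 0% = DMSO wells and 100% = ciprofloxacin 0.95 µg/ml wells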
CDK5 p35 inh = CDK5/p35 (human) kinase inhibition | Recombinant CDK5/p35, ADP-Glo luminescence, 60 min | inhibition, % at 10 µM | Q00535+Q15078 | AID 488839 | 330,000 tested, 0.01% active;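 active = highest replicate inhibition of at least 50% and at least 75% of replicates reaching 50%; inconclusive = only one of the two criteria met; inactive = both criteria failed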;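 also: plate controls were DMSO neutral control for no effect and GW8510 at 10 µM for full effect; many of its hits are not listed in these tables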
Target sequence (Q00535 whole entry, looked up): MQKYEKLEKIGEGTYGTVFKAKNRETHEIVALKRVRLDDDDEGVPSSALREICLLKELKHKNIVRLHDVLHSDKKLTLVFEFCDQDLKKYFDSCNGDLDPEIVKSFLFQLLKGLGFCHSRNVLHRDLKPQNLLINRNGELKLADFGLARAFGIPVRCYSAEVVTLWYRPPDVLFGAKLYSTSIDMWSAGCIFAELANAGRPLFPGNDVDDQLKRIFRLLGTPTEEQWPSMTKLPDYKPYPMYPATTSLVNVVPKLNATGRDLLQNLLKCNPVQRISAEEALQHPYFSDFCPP
Target sequence (Q15078 whole entry, looked up): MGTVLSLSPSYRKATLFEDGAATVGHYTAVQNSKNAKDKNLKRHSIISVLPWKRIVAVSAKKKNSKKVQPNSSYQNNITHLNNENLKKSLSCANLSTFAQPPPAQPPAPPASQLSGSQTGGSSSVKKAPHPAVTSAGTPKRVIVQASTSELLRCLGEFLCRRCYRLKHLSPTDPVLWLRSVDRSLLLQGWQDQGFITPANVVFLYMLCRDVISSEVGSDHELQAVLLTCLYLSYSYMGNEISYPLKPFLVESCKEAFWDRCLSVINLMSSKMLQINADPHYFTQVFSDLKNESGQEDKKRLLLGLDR
* = called active by the depositor; ? = inconclusive; / = no result given.

SMILES	DAGLB inhibitor	AddAB inh	SUMO Mot1 rescue	PKA-R2B act	PKA-R1A activ	phage Ecoli inh	HTR5A ag	HTR5A inv ag	Tat export inh	E coli growth	CDK5 p35 inh
Cc1ccccc1OCC(O)CN1CCN(C)CC1 (stereo not drawn)	1.3	-0.5	11.9	-2.3	-3.2	2.1	2.7	-6.5	-0.4	-0.9	-1.1
NC(=O)CSc1nnc(-c2ccc(S(=O)(=O)N3CCOCC3)cc2)n1Cc1ccccc1	-0.6	0.5	5.5	-4.7	9.2	-1.2	-3.4	-5.7	-3.0	1.8	-1.0
O=[N+]([O-])c1ccccc1OCCN1CCOCC1	-2.1	1.9	-25.8	1.5	-2.7	1.6	3.1	-11.5	3.4	0.6	0.6
COc1ccccc1C(=O)Nc1nc(-c2cccs2)c(NC(C)=O)s1	5.4	2.8	/	-4.2	13.1	1.9	-7.2	-4.0	24.3	-0.7	/
CC(=O)Cn1nnc2sc(-c3ccccc3)cc2c1=O	-5.0	-1.2	25.5	-2.8	0.7	1.9	-1.4	3.3	0.0	-0.8	-0.8
Cc1ccc(-c2nc(C=Nc3cccc(C)c3)c(O)o2)cc1	-3.2	0.9	5.3	-6.0	0.4	2.7	0.0	6.1	6.8	-0.3	2.9
O/C(=C\Sc1nnc(Cc2ccccc2)o1)c1ccc(Br)cc1	-1.0	0.8	-23.3	-7.1	2.2	2.0	-5.0	-18.4	7.3	-0.9	1.2
Cc1nc2c(C)cccn2c(=O)c1NC(=O)c1ccc(Br)o1	-1.1	-0.9	48.0	4.4	4.8	2.0	-5.5	15.1	-14.7	0.3	-5.0
O=C(COc1ccc2c3c(c(=O)oc2c1)CCCC3)NCC(O)c1ccccc1 (stereo not drawn)	-1.5	3.1	1.8	-7.3	-11.8	3.5	-1.5	6.0	?	-2.4	-0.8
COc1ccc(C2=NN(C(=O)CSc3nc(=O)n4ccc(C)cc4n3)C(c3ccc(C)cc3)C2)cc1 (stereo not drawn)	-1.4	3.5	/	-4.2	3.2	4.3	2.1	-6.4	11.5	0.0	0.6
CN(C1CCCCC1)S(=O)(=O)c1cccc2nsnc12	-0.9	9.1	-4.7	-3.7	-13.4	-0.6	-4.0	22.8	-4.3	0.8	-0.1
CCCCN(C(=O)c1ccc(Cl)cc1)C1CC2CCC(C1)N2C (stereo not drawn)	2.4	2.4	-17.6	2.7	-2.0	3.3	6.2	-15.8	-3.4	-1.2	2.0
O=C(CN1CCN(C(=O)N2CCCCC2)CC1)Nc1ccc(F)cc1	-2.3	0.6	91.7	-6.1	-7.4	0.9	0.2	-14.8	2.7	0.2	-0.7
CCOC(=O)c1ccc(-c2ccc(C=O)o2)cc1	-3.6	-0.7	235.6	-9.2	1.4	0.7	1.9	0.3	6.8	-0.7	0.9
NS(=O)(=O)c1ccc(-n2nncc2C23CC4CC(CC(C4)C2)C3)cc1	0.9	0.2	164.5	5.7	-7.8	1.4	7.2	-0.5	2.7	0.6	-1.1
CCN1CCN(c2ccc(S(=O)(=O)N3CCOCC3)cc2NC(=O)CCC(C)C)CC1	0.7	2.7	94.5	-2.7	-6.2	3.0	-0.2	6.3	-0.8	-1.1	0.6
Cc1ccc(CN2C(=O)CCC2C(=O)NCCCN2CCCCC2C)cc1 (stereo not drawn)	-0.6	0.0	-19.9	-5.8	-9.3	2.0	-1.1	3.7	2.9	0.9	-1.3
CCC/C(O)=C1\C(=O)CCCC1=NC(C)C(=O)O (stereo not drawn)	1.9	4.5	-8.2	-3.8	-14.7	0.9	-3.8	0.5	-0.3	0.4	1.1
O=C(c1cnc2n(c1=O)CCS2)N(c1ccccc1)C1CCCCC1	0.6	0.8	-11.6	-1.0	-2.1	2.3	3.2	-10.3	2.0	-3.4	-1.0
COc1cc(CNCCO)ccc1OCCc1ccccc1	0.1	2.7	0.0	-0.9	7.2	-0.9	1.6	-5.9	-8.5	0.5	0.1
O=C(Cn1c(=O)n(Cc2ccccc2)c(=O)c2cc(Cl)ccc21)NCC1CCCO1 (stereo not drawn)	-1.8	5.7	164.6	4.3	6.5	-0.2	10.2	2.0	-12.2	0.8	-1.1
NC(=O)CC(c1ccccc1)c1ccco1 (stereo not drawn)	-1.4	1.4	-19.5	-0.9	-8.6	2.9	3.5	-5.5	2.4	-0.4	0.6
O=C(Nc1ccc(Cl)c(S(=O)(=O)N2CCOCC2)c1)C1CCCC1	-1.6	2.0	20.7	0.8	-10.5	2.3	8.2	-21.0	-0.3	-0.4	-0.1
CCCCn1c(SCC(=O)NNC(=O)c2ccccc2)n[nH]c1=O	0.4	2.4	-3.1	-2.2	-15.2	1.2	5.8	-14.7	7.4	1.7	2.2
O/N=C\c1ccc2noc(-c3ccc(Cl)cc3)c2c1	-1.4	-0.7	-21.2	3.0	-0.6	1.3	-1.1	4.2	-0.7	1.1	1.1
CCS(=O)(=O)c1ccc(-c2cccc(NC(=O)c3ccc(Br)o3)c2)nn1	-1.4	-0.7	-7.1	-0.3	-6.8	0.7	5.2	-15.8	-5.2	-0.7	-1.5
COc1ccc2cc(C3CC(c4cccs4)=NN3C(C)=O)c(Cl)nc2c1 (stereo not drawn)	-2.8	1.4	-14.3	3.9	-3.1	0.9	3.5	8.1	-3.2	0.5	0.3
Cc1cc(C)c2nc(N(CCN(C)C)C(=O)c3ccc(S(=O)(=O)N(C)CC4CCCO4)cc3)sc2c1 (stereo not drawn)	-1.6	1.1	-2.7	6.9	2.1	2.0	-1.5	-27.7	6.0	-1.4	-0.8
O=C(NCCOC(=O)c1c(F)cccc1Cl)c1c(F)cccc1Cl	0.6	/	-11.7	-9.0	-0.5	2.0	1.5	-5.5	-8.8	/	0.4
Cc1cc(/C=N/N2CCN(C)CC2)c(C)n1-c1ccccc1F	-1.4	1.0	929.8	0.2	-0.7	3.4	2.2	-5.8	-6.6	0.3	-1.3
CCCn1c(N)c(N(CCOC)C(=O)c2cccc(F)c2)c(=O)[nH]c1=O	0.7	0.4	-6.0	-8.0	-6.0	1.0	6.6	-18.7	8.3	-1.8	-5.0
C(=C\c1ccccc1)/CN1CCN(c2ncnc3c2oc2ccccc23)CC1	-4.5	-0.1	49.9	-12.4	-1.7	3.7	1.0	-11.9	-0.3	-4.0	-2.7
CC1(C)C(C=C(Cl)Cl)C1C(=O)NC(O)C(=O)c1ccccc1 (stereo not drawn)	-4.3	-0.9	-1.1	7.6	8.2	2.8	4.0	-14.4	-3.0	-1.0	0.5
N#C/C(=N\Nc1ccccc1[N+](=O)[O-])C(=N)N1CCCCC1	7.0	0.1	88.5	3.5	5.1	4.0	1.0	-14.9	-2.8	1.4	-1.6
CCCC(=O)Nc1sc2c(c1C(=O)OCC)CC(C)(C)OC2	0.7	-2.1	-11.4	2.6	-3.0	0.1	-6.3	15.8	-5.7	1.5	0.4
CSc1nnc(C)c(=O)n1COC(=O)c1cc(Cl)ccc1[N+](=O)[O-]	1.7	1.1	-1.9	-1.6	-2.3	0.6	6.9	-9.1	2.4	0.1	0.6
CN(Cc1ccc(F)cc1)Cc1nc(CCc2ccccc2)no1	-17.9	-1.4	-13.7	-11.2	2.3	3.7	0.9	-2.2	5.8	-0.3	2.4
Cc1cc(S(=O)(=O)N2CCCCC2CCNC(=O)C(=O)NC2CC2)ccc1F (stereo not drawn)	-1.4	0.5	0.5	11.8	1.5	2.5	-2.6	6.6	-9.0	1.1	-1.0
CCCCc1ccc(-c2csc(/C(C#N)=C\c3ccco3)n2)cc1	-12.6	0.0	5.2	3.0	-4.1	3.5	1.8	-4.5	-4.5	-1.5	2.0
COC(=O)c1ccc(NS(=O)(=O)c2ccc3c(c2)n(C)c(=O)n3C)cc1	-0.7	2.3	-5.9	1.7	-12.9	0.1	1.2	21.6	3.3	3.6	0.7
COc1ccc(C(=O)Nc2nncs2)cc1S(=O)(=O)N1CC(c2ccccc2)CC1=O (stereo not drawn)	4.9	5.4	19.3	5.9	-5.5	1.8	0.5	-1.5	-1.3	1.4	0.3
COc1ccc(-n2c(SCC(=O)Nc3nccs3)nnc2-c2ccoc2C)cc1	-0.6	-1.9	-25.4	-0.9	-9.0	-0.8	-2.1	-1.6	-8.1	1.4	-1.9
CC(=O)Nc1c(C(=O)O)[nH]c2ccccc12	-1.4	-1.0	/	3.3	5.0	2.2	-2.9	-10.1	-3.6	0.1	0.3
Oc1c(C(Nc2nc3ccccc3s2)c2ccco2)ccc2cccnc12 (stereo not drawn)	9.7	19.3*	-2.1	7.6	3.5	14.5*	-0.8	3.5	-7.2	21.2*	0.3
CCN(CC)S(=O)(=O)c1ccc(N2CCOCC2)c(NC(=O)C(C)Oc2ccc(F)cc2)c1 (stereo not drawn)	-6.7	1.9	10.5	-8.8	-0.8	1.3	0.7	-2.0	5.6	1.1	1.0
CNCC(O)Cn1c2c(c3ccccc31)CCCC2 (stereo not drawn)	-0.2	3.3	0.7	-0.1	1.4	1.9	-2.9	-7.5	1.6	-0.5	-1.4
O=C1OCC2=C1C(c1ccc(F)cc1)CC(=O)N2c1ccc(F)cc1 (stereo not drawn)	0.4	-1.0	-4.7	0.9	-1.5	/	-2.3	5.8	2.2	-0.1	1.4
Cc1ccccc1NC(=O)CSc1nnc2ccc(-c3ccncc3)nn12	2.1	-0.2	13.4	-2.4	1.1	1.0	1.1	19.9	4.3	-0.2	-0.9
COc1ccc2c(c1OC)C(=O)N(c1cccc(C)c1)C2=O	0.5	5.2	6.2	-3.1	-13.1	1.5	-0.6	1.8	-2.9	0.3	-0.8
Cc1c(O)ccc(NS(=O)(=O)c2ccccc2)c1C	-0.2	-0.1	2.4	-16.8	-10.6	3.6	-4.8	12.5	2.9	-1.8	-0.6
Cc1cc(C(F)(F)F)nn1Cc1n[nH]c(=S)n1-c1ccc(F)cc1	1.9	5.3	8.2	-8.0	1.6	1.6	7.6	-1.3	-8.1	0.5	0.1
O=C(CN1CCN(Cc2ccccc2)CC1)NCc1ccccc1Cl	-3.4	3.5	66.1	-8.8	15.1	1.7	2.4	-5.4	3.0	-1.4	2.6
O=c1[nH]nc(-c2ccc(F)cc2)cc1Cc1ccc(F)cc1	-3.5	3.9	17.5	-5.0	-8.9	2.9	2.2	-2.7	-2.5	0.7	0.5
CC(=O)Oc1cccc(N2C(=O)C3C(C2=O)C2C=CC3C23CC3)c1 (stereo not drawn)	-2.4	1.3	16.9	7.6	4.6	2.5	3.9	10.8	-4.6	1.5	0.5
Cc1ccc(OCCC(=O)OCC(=O)Nc2ccc3[nH]c(=O)[nH]c3c2)cc1	2.2	-1.7	0.5	-9.1	-17.1	0.5	2.3	-8.9	2.4	-0.2	-2.4

Bioassay records: PubChem BioAssay, several laboratories

Outcome played no part in choosing rows; any-hit rate near 2.3%.
